mcGAS lum = mouse cGAS inhibition by luminescence. 160,000 tested, 0.15% active. AID 1259399. recombinant cGAS, Kinase-Glo ATP depletion luminescence. inhibition, % at 12.5 µM;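 further: 0% = negative control wells and 100% = reference inhibitor with no enzyme activity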
NPYLR7 agonist = activates Aedes aegypti NPYLR7 receptor | HEK293T NPYLR7/Galpha15, GCaMP6s calcium fluorescence | activation, % at 10 µM | 270,000 tested, 0.15% active | AID 1259423; in the data active means activation above about 40%;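 further: 0% = vehicle and 100% = reference agonist at the receptor; some compounds past the cut are filed as inactive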
hcGAS inh = inhibitors of human cGAS. recombinant h-cGAS, ATP depletion, Kinase-Glo luminescence. inhibition, % at 12.5 µM. Q8N884. AID 1259398. 290,000 tested, 0.081% active;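 further: 0% = vehicle reaction and 100% = reaction without DNA for no activity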
Target sequence (Q8N884 whole entry, looked up): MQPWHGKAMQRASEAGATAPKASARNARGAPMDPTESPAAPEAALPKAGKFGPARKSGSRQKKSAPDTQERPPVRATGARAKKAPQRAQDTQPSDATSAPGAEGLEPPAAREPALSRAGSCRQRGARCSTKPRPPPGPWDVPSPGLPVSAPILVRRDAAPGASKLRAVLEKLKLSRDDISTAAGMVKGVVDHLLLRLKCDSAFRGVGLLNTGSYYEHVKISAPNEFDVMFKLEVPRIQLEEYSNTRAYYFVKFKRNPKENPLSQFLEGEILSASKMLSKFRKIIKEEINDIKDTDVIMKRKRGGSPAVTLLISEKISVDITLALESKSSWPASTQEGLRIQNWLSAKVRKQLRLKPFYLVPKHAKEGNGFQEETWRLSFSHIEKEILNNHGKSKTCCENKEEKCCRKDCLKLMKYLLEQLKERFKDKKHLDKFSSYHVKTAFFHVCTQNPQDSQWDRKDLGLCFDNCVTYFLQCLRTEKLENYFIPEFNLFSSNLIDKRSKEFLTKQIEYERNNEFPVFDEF
Starred values were filed as active, the others as inactive; · = not tested or not shown. Unless noted, no stated cut-off is given here; in the data, active means inhibition above about 40%; inactive means the rest.

SMILES	mcGAS lum	NPYLR7 agonist	hcGAS inh
CCc1nc2n(n1)C(=O)C(C(c1ccc(C)cc1)N1CCC(C(N)=O)CC1)S2 (centres undefined)	0	-1	0
COc1cc(-c2cnc3ccccc3c2)cc2c1OCCN(Cc1cnc[nH]1)C2	·	5	-1
CCn1c(=O)c2c(nc3n2CC(C)CN3c2ccc(OC)cc2)n(C)c1=O (centres undefined)	·	0	-4
COc1cc(NC(C)Cc2cc(C)[nH]n2)ncn1 (centres undefined)	·	4	-8
CCN=c1scc(-c2cc(OC)ccc2OC)n1N=CC1CC2C=CC1C2 (centres undefined)	-6	2	-8
CCC(CC)n1nc(C)cc1NC(=O)C1CCOC1 (centres undefined)	-11	0	-8
CCOC(=O)C1CCCCN1CC(=O)N1N=C(c2ccc(OC)cc2)CC1c1ccccc1F (centres undefined)	-5	-1	-5
O=S(=O)(c1cc(Cl)cc(Cl)c1)N1CCCC(c2ncn[nH]2)C1 (centres undefined)	·	0	-7
Cc1cc(=O)c(C(=O)NC2CCCCC2C(F)(F)F)nn1-c1ccc(Cl)cc1 (centres undefined)	-19	0	-3
O=C(CCC(=O)c1ccc(F)cc1)NC1CCCN(Cc2ccccc2F)C1 (centres undefined)	·	1	2
CCC(Nc1nc(-c2cccnc2)nc2c1cnn2C)c1ccc(F)cc1 (centres undefined)	-17	3	-5
COc1ccccc1C1SCC(=O)N(CC(=O)NCc2ccncc2)c2c1c(-c1ccccc1)nn2-c1ccccc1Cl (centres undefined)	-4	16	-14
CC(C)(C)c1csc(N/N=C\C=C\c2ccccc2)n1	·	11	-8
Cc1ccc(C2c3c(oc4ccc(F)cc4c3=O)C(=O)N2c2cc(C)on2)cc1 (centres undefined)	·	2	-5
O=C(C1=CCCC1)N1CCC(c2nc(-c3cccnc3)ncc2-c2ccccc2)CC1	-12	19	-12
O=C(c1cc(C(F)(F)F)cc(C(F)(F)F)c1)N1CCC(c2nc(-c3ccccc3F)no2)CC1	-2	18	-4
CC(C)(C)c1ccc(C(=O)N2CCC[C@@H]2C(=O)NCCCNC(=O)c2ccc(F)cc2)cc1	-3	0	0
CCc1nc2c(OCCn3cccc3)cccn2c1N(C)C(=O)c1ccc(C)cc1	-1	-8	-2
C=C(C)Cn1c(SCc2ccccc2)nc2c1c(=O)n(C)c(=O)n2C	·	-5	-3
COc1ccc(C(=O)Nc2cccc(NC(=O)c3cccc(Cl)c3)c2)cc1[N+](=O)[O-]	-6	-6	-2
O=C(CC1CC2CCC1C2)Nc1ccccc1N1CCCC1 (centres undefined)	·	4	-2
NCc1n[nH]c(=O)n1-c1ccccc1-c1ccccc1	·	2	-5
CC(C)c1ccc(CC2(C)C(=O)Nc3c(Cl)cccc32)cc1 (centres undefined)	1	-2	4
CCOc1ccc(CN2CCC(c3n[nH]c(=O)n3CC)CC2)cn1	·	13	-1
CC(C(=O)Nc1ccc(F)c(Cl)c1)N1CCC(NS(=O)(=O)c2cccs2)CC1 (centres undefined)	-9	6	-7

Quoted at random: 3 compounds from above
SMILES	mcGAS lum	NPYLR7 agonist	hcGAS inh
O=C(c1cc(C(F)(F)F)cc(C(F)(F)F)c1)N1CCC(c2nc(-c3ccccc3F)no2)CC1	-2	18	-4
CCn1c(=O)c2c(nc3n2CC(C)CN3c2ccc(OC)cc2)n(C)c1=O (centres undefined)	·	0	-4
CCc1nc2c(OCCn3cccc3)cccn2c1N(C)C(=O)c1ccc(C)cc1	-1	-8	-2

The listing picks up, repeating the two entries before the break.
SMILES	mcGAS lum	NPYLR7 agonist	hcGAS inh
CCOc1ccc(CN2CCC(c3n[nH]c(=O)n3CC)CC2)cn1	·	13	-1
CC(C(=O)Nc1ccc(F)c(Cl)c1)N1CCC(NS(=O)(=O)c2cccs2)CC1 (centres undefined)	-9	6	-7
Cc1cccc(Nc2nc(NCCCO)nc3c2cnn3-c2ccccc2)c1	-7	1	-5
CCn1nnc2c(Nc3ccc(F)c(F)c3)ncnc21	-9	8	-10
COCCN(CC(=O)N(Cc1cccn1Cc1ccccc1Cl)C1CCCCC1)C(=O)c1cccc(F)c1	-5	-3	-16
CCCN1C(=O)COCc2cc(-c3cc(F)cc(F)c3)ccc21	·	4	-7
CCCOc1ccc(C(=O)N2CC[C@H]3CC[C@@H](C2)N3)cc1Cl	-7	-1	1
CC(C)N(C)CC(=O)Nc1cc(-c2ccccc2)on1	·	-4	-5
CC1=C(C(=O)OC(C)C)C(c2ccccc2F)NC(=O)N1Cc1ccccc1 (centres undefined)	·	3	-2
COc1ccc(-c2nc3scc(CCNC(=O)/C=C/c4ccccc4)n3n2)cc1OC	-6	-1	-3
CS(=O)(=O)c1ccc(S(=O)(=O)N2CCC(c3cn(Cc4cccc(F)c4)c4ccccc34)CC2)cc1	-7	15	-7
Cc1ccc(-c2nc(CN(C)C(C)c3ccc4c(c3)OCCO4)c(C)o2)o1 (centres undefined)	-8	3	-3
CCc1ccc(-c2cc3c(=O)n(Cc4nc(-c5cccc(Cl)c5)oc4C)ccn3n2)cc1	-8	-1	-6
COc1cc2c(cc1OC)C(c1c(F)cccc1Cl)N(C(=O)c1cccs1)CC2 (centres undefined)	-1	-1	3
COc1cc(/C=C/CN2CCC(C(=O)NC(c3ccc(C)cc3)c3ccccn3)CC2)ccc1OC(C)=O (centres undefined)	-3	2	-3
CCC(C(=O)N(Cc1cc(NC(=O)c2cccc(F)c2)ccc1N(C)C)CC1CCCO1)c1ccccc1 (centres undefined)	-3	12	2
c1ccc([C@@H]2C[C@@H]3C[C@H](N4CCNCC4)C[C@@H]3CO2)cc1	-7	2	3
Cc1ccc(CNC(=O)CCc2cc3c(n2-c2ccc(F)cc2Cl)-c2ccccc2CO3)o1	-8	2	-6
COc1cc(CNc2cc(-c3cccc(N(C)C)c3)ncn2)cc(OC)c1OC	·	-2	-5
CCOC(=O)c1c(C)cc(C)[nH]c1=S	·	2	-6
CC(Sc1nnc(N2CCOCC2)n1C1CC1)c1cc(F)ccc1F (centres undefined)	·	2	-6
COc1ccc(Cc2noc(CN(CCO)Cc3ccccc3)n2)cc1OC	-4	-1	-3
CC(=O)NCC1=CCCN(CCn2cc(Cl)cn2)C1	·	1	-5
CCOC(=O)C1=C(C)N=c2s/c(=C3\C(=O)N(C(C)=O)c4ccccc43)c(=O)n2C1c1ccc(OC(C)=O)cc1 (centres undefined)	-4	13	-1
CCN(CC)C1CCN(C(=O)Cn2nnnc2CN2CCOCC2)C1 (centres undefined)	-4	-3	-7
COCCOCC(=O)N1CCN(Cc2cc(=O)c(OCc3ccc(-c4ccccc4C#N)cc3)co2)CC1	-6	3	-3
O=C(c1ccoc1)N1CCC(NC(=O)C2(c3ccc4c(c3)OCCO4)CCCC2)CC1	·	0	0

Single entries from the results shown.
In NPYLR7 agonist, O=C(CC1CC2CCC1C2)Nc1ccccc1N1CCCC1 (centres undefined) has 4
In NPYLR7 agonist, C=C(C)Cn1c(SCc2ccccc2)nc2c1c(=O)n(C)c(=O)n2C has -5
In mcGAS lum, Cc1ccc(CNC(=O)CCc2cc3c(n2-c2ccc(F)cc2Cl)-c2ccccc2CO3)o1 has -8
In mcGAS lum, COCCN(CC(=O)N(Cc1cccn1Cc1ccccc1Cl)C1CCCCC1)C(=O)c1cccc(F)c1 has -5
In NPYLR7 agonist, CC(C)(C)c1ccc(C(=O)N2CCC[C@@H]2C(=O)NCCCNC(=O)c2ccc(F)cc2)cc1 has 0
In NPYLR7 agonist, CCOc1ccc(CN2CCC(c3n[nH]c(=O)n3CC)CC2)cn1 has 13

Only NPYLR7 agonist and mcGAS lum, for some of the entries so far:
| molecule | NPYLR7 agonist | mcGAS lum |
| --- | --- | --- |
| COc1cc2c(cc1OC)C(c1c(F)cccc1Cl)N(C(=O)c1cccs1)CC2 (centres undefined) | -1 | -1 |
| Cc1ccc(CNC(=O)CCc2cc3c(n2-c2ccc(F)cc2Cl)-c2ccccc2CO3)o1 | 2 | -8 |
| CS(=O)(=O)c1ccc(S(=O)(=O)N2CCC(c3cn(Cc4cccc(F)c4)c4ccccc34)CC2)cc1 | 15 | -7 |
| CC(Sc1nnc(N2CCOCC2)n1C1CC1)c1cc(F)ccc1F (centres undefined) | 2 | · |
| c1ccc([C@@H]2C[C@@H]3C[C@H](N4CCNCC4)C[C@@H]3CO2)cc1 | 2 | -7 |
| COCCN(CC(=O)N(Cc1cccn1Cc1ccccc1Cl)C1CCCCC1)C(=O)c1cccc(F)c1 | -3 | -5 |
| O=C(c1ccoc1)N1CCC(NC(=O)C2(c3ccc4c(c3)OCCO4)CCCC2)CC1 | 0 | · |

The results go on:
SMILES	mcGAS lum	NPYLR7 agonist	hcGAS inh
Cc1ccc2nc(C)n(C3CCN(C(=O)c4ccc(C)[nH]c4=O)CC3)c2c1	-9	9	-6
COc1ccc(CCN(Cc2ccc(C)o2)C(=O)CN(C(C)=O)C2CC2)cc1OC	-4	19	-7
CCCC12CN(C(=O)CCCCCNC(=O)OC(C)(C)C)CC1C(=O)NC(=O)N2 (centres undefined)	-7	-1	-3
N#CC(C#N)C(=N)C(Cl)Cl	·	2	-11
CCN(CC)S(=O)(=O)c1ccc2c(c1)nc(SCc1ccc(C(F)(F)F)nc1)n2CC1CCCO1 (centres undefined)	-3	24	-3
O=C1c2nc(-c3cccnc3)ccc2CN1C1(C(=O)NCC2CCCCC2)CC1	-2	-8	3
CC(C)c1nccn1CCCNC(=O)c1ccc2c(c1)CCO2	-17	4	-6
CCOCCCN(CC(=O)N1CCc2sccc2C1c1ccc(Cl)cc1Cl)S(=O)(=O)c1ccc(Br)cc1 (centres undefined)	-4	24	-5
CC(Cl)C(=O)Nc1ccc(N2CCC(Cc3ccccc3)CC2)c(C(=O)NCC2CCCO2)c1 (centres undefined)	-4	8	-4
C=CCOC(=O)C1C(C)=NC2=C(C(=O)CCC2)C1c1cccc(Br)c1 (centres undefined)	-4	-1	3
CCc1cccc(N2C(=O)CSC2c2ccc(NC(=O)C(CC)c3ccccc3)cc2)c1 (centres undefined)	-7	5	-2
COc1ccc(C=NNC(=O)C(C)(C)Oc2ccc(Cl)cc2)c(C(=O)O)c1OC	-5	3	-9
COc1ccc(C(=O)Nc2nc(C)c3c(n2)CCCC3)cc1	·	-15	-10
COCCCNC(=O)CN1CN(c2ccccc2)C2(CCN(C(=O)c3cc(OC)cc(OC)c3)CC2)C1=O	-7	32	-11
Cc1ccc(CN(C(=O)NCc2ccc3c(c2)OCO3)C(C)C)o1	-3	-1	-3
CCCCCOC(=O)c1ccc(N(C)C)cc1	·	-14	-2
C/C=C(\C)CN(C)CC1CCCN(CCc2ccc(F)cc2)C1 (centres undefined)	·	19	-7
CC(C)SC(NC(=O)OCc1ccccc1)C(=O)NCCCc1ccccc1 (centres undefined)	-6	-5	-4
CN1CCOC(CCNC(=O)c2ccc(-c3nnn(C)n3)cc2)C1 (centres undefined)	-17	2	-2
Cc1ccc(S(=O)(=O)N(Cc2nccn2Cc2cccc(Cl)c2)C2CCCCC2)cc1	-1	-8	0
Cc1cc(C)n(-c2ccc(C(=O)NC(C)CC(C)C)cc2)n1 (centres undefined)	-3	-5	-8
C=CC(C)(O)CN(CCN1CCOCC1)Cc1ccc(OC)cc1 (centres undefined)	-3	2	-4
CCCN(CC#N)C(=O)Cc1ccc(Cl)c(Cl)c1	-4	6	-1
COCCCN(Cc1csc(COc2ccc(OC)cc2)n1)C(=O)c1cccc(Br)c1	-5	·	-4
CN(C(=O)Cn1cc(OCc2ccccc2F)c(=O)cc1CO)c1ccccc1	-7	0	-9
Additional compounds.
SMILES	mcGAS lum	NPYLR7 agonist	hcGAS inh
CN(C)CC1(O)CCN(C(=O)c2ccc(Cn3ccnc3)o2)C1 (centres undefined)	·	4	2
Cc1ccc(S(=O)(=O)NC(=O)C2(C)CCN2C(=O)c2ccccc2CCc2ccccc2)cc1 (centres undefined)	·	2	-10
CCC(=O)c1cnc2c(=O)n(C)c(=O)n(C)c2n1	·	-7	-6
CCc1cn[nH]c1C1CCN(C(=O)c2cc(CC(C)C)nn2CC)CC1	·	-1	0
Clc1ccc(Cn2ncc3c(N4CCN(c5ccccn5)CC4)ncnc32)c(Cl)c1	1	9	3
O=S(=O)(Nc1ccc2c(c1)OCCCO2)c1ccc(F)cc1	·	-8	2
Cc1ccccc1Cc1nnc(NC(=O)NCc2n[nH]c3c2CCC3)s1	-10	·	-6
Cc1ccc(OCCN2CCC2(C)C(=O)Nc2cnc3ccccc3c2)cc1 (centres undefined)	·	-1	-8
COc1cc2c(cc1OC)CN(C(=S)NCCN(C)C)CC2	-4	3	-2
O=C(CCN(c1nc(-c2ccco2)nc2ccccc12)C1CC1)NCCN1CCOCC1	0	-10	0
Cc1cc(CN(C(C)C)C2CCCCC2O)on1 (centres undefined)	·	0	-1
O=C(CCc1ccccc1)NCc1c(-c2ccccc2)nc2n1CCS2	-1	-3	1
CCOC(=O)C(=O)N1C[C@@H](C(=O)OCC)[C@@H]2Oc3c(C)cccc3[C@@H]21	-8	-1	-10
CCCCCCCSc1nc2c(c(=O)[nH]c(=O)n2C)n1CCOC	-7	·	-3
CCNC(=O)N(Cc1ccc(OS(=O)(=O)c2ccc(F)cc2)cc1)C1CC1	-6	-3	-6
COc1cccc(-n2nnc3c(=O)n(CC(=O)NCc4ccc(F)cc4)cnc32)c1	·	7	-2
Cc1nc(C)n(CC2CCCN2C2CCOC2=O)n1 (centres undefined)	·	10	-8
CC(NC(=O)c1cc(COc2ccccc2)[nH]n1)c1cn2ccsc2n1 (centres undefined)	·	12	-5
Cc1csc(C(C)N(C)C(=O)C2CCN(C(=O)C3CCCC3)CC2)n1 (centres undefined)	1	·	2
COc1ccccc1Nc1nc(C)cc(C)c1C#N	-7	-2	-4
COc1ccc(NC(=O)c2cccn(OCc3ccc(F)cc3)c2=O)cc1	-7	3	-7

Compounds as they come (roughly 0.26% active in at least one column).
